Bioassay records from PubChem BioAssay.
EWS-Fli block = EWS/Fli transcriptional activity inhibition. A673 NR0B1-luciferase reporter, viability-normalised. inhibition, % at 12.6 µM. actives 0.67% (n = 350,000);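 active = mean inhibition of at least 50% after viability correction, with every replicate also passing that limit; inconclusive = mean reaches 50% but only one of two replicates passes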;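 also: firefly luciferase signal divided by Alamar Blue viability fluorescence both relative to DMSO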
PAX8 reporter = lowers PAX8-driven luciferase in RMG-I cells. RMG-I TPO-luciferase reporter, SteadyGlo, 24 h. actives 1.2% (n = 360,000). inhibition, % at 12.6 µM;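 active = mean replicate inhibition at least 60% with every replicate also reaching 60%; inconclusive = only one of the two criteria is met; inactive = mean below 60% and not all replicates reaching 60%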;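 also: luciferase light reporting Pax8 driven TPO promoter activity; plate controls were median of neutral control wells for no effect and mitoxantrone controls for full effect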
ARNT-TACC3 inh = disruptors of human ARNT/TACC3 interaction; Q9Y6A5; AlphaScreen His-ARNT PAS-B/GST-TACC3 binding, luminescence; TACC3 fragment carries E629A point mutation; inhibition, % at 9.99 µM; actives 0.66% (n = 390,000); AID 623870;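 active = mean inhibition of replicates at least 50% and at least half of replicates each reaching 50%; inconclusive = half or more replicates reach 50% but mean below 50%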;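 also: 0% = complete ARNT plus TACC3 wells and 100% = ARNT alone without TACC3; many hits fall short of the cut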
F508del corr = CFTR F508del correction in bronchial cells; actives 0.36% (n = 350,000); CFBE cells, YFP halide quenching; stimulated with forskolin plus potentiator P3; % fluorescence drop versus neutral controls; activity (quench increase), % at 7.58 µM; AID 720511;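 active = mean added fluorescence quench of at least 8% versus neutral control, with both replicates also reaching 8%; inconclusive = only one of the mean or replicate conditions met; inactive = mean below 8% and not both replicates reaching 8%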;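 also: cells transiently co-express mutant CFTR-F508del with the halide-sensitive YFP; corrector assay measuring rescue of mutant channel to the surface after 24 h compound exposure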
DENV2 CPE rescue = DENV2-induced cell death inhibition; DENV2-infected cells, cytopathic effect rescue, plate reader; CPE inhibition, % at 9.99 µM; actives 1.7% (n = 350,000); AID 651640; in the data active = CPE inhibition above about 20%, passing the limit was not always enough; inconclusive = no clear call, values can overlap the other calls; tested in BHK-21 cells;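 also: 0% = median of neutral control wells and 100% = median of positive control wells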
GSIS activator = primary screen for activators of insulin secretion dependent on glucose, INS-1E cells, GLuc reporter luminescence; INS-1E GLuc reporter insulin secretion, 2-3 h; actives 0.61% (n = 370,000); activation, % at 16.6 µM; AID 743287;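 active = lowest replicate activation of at least 40%, so every replicate reaches that level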;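 also: 0% = median of neutral control wells and 100% = median of IBMX positive control wells; some compounds called inactive have numbers as strong as hits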
XiGFP reactiv = activators of X-chromosome reactivation in mouse fibroblasts; XiGFP mouse fibroblasts, % GFP-positive cells imaging, 3 d; cells co-treated with 5-aza-dC sensitizer; scaled so ellipticine positive control = 100%; activation, % at 7.58 µM; actives 0.055% (n = 360,000); AID 743238;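 active = mean normalized replicate activation at least 10% and every replicate at or above 10%; inconclusive = only one of the two criteria met; inactive = mean below 10% and not all replicates reach 10%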;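 also: 0% = median of on-plate neutral control wells and 100% = ellipticine 6 µM median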
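Assay system: SV40-immortalized XiGFP fibroblast cells, line 68-5-11; buffer or medium: DMEM plus 5-aza-dC sensitizer; compound: one concentration, pinned; timing: compounds 3 days, fix/stain 15 min at room temperature; benchmarks: positive control ellipticine, 6 µM final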
ERp5 block = ERp5 (human) disulfide isomerase inhibition; Q15084; ERp5 insulin aggregation, absorbance 650 nm, 90 min; inhibition, % at 9.99 µM; actives 0.05% (n = 350,000);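 active = mean replicate inhibition above about 25%, with every replicate also reaching it, limit read from the data, passing the limit was not always enough; inconclusive = only one of those two criteria met; inactive = neither criterion met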
Target sequence (Q15084 whole entry, looked up): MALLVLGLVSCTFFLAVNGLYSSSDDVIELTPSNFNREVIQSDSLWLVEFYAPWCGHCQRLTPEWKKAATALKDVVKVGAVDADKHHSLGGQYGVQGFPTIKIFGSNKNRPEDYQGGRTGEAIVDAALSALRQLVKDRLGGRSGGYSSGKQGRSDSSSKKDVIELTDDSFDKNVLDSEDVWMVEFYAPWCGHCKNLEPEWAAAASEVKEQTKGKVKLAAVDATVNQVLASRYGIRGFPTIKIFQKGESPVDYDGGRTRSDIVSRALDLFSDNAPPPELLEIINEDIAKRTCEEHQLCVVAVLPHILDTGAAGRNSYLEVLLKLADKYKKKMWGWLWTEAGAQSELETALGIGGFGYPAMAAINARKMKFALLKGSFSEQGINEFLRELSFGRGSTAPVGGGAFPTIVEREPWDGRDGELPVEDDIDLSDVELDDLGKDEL
* marks the source's active call; other numbers are inactive results; ? = inconclusive; nt = no result given; & = joins results of further samples.

SMILES	ERp5 block	ARNT-TACC3 inh	XiGFP reactiv	GSIS activator	PAX8 reporter	DENV2 CPE rescue	F508del corr	EWS-Fli block
COc1ccc2[nH]c3c(c2c1)CCNC3C (centres undefined)	2.7	8.2	0.1	nt	-24.0	-2.3	-2.4	14.5
CCCN1[C@@H]2Cn3c(cccc3=O)[C@H]1[C@@H](C(=O)N(C)C)[C@@H]2CO	3.8	5.9	0.5	8.4	nt	-0.7	nt	0.8
CCOc1ccc(N2C(=O)/C(=C\c3cccs3)C(=O)NC2=S)cc1	-3.3	nt	0.0	-15.3	-176.9	-2.2	-1.1	14.3
C=CCn1c(O)c(C=Nc2c(C)n(C)n(-c3ccccc3)c2=O)c(=O)[nH]c1=O	1.0	-5.6	-0.1	-7.8	7.9	-1.0	2.9	4.5
S=C(NCCc1ccccc1)NCCc1cnc[nH]1	1.5	57.3*	0.2	1.8	-10.6	-2.1	2.9	-16.9
CCOc1cc2c(cc1OCC)-n1cccc1C(c1ccccc1OC)NC2 (centres undefined)	1.5	7.1	0.2	-39.9	30.7	-0.8	1.0	10.2
CN(C)CC1CSCCC1(O)c1ccc(C(F)(F)F)cc1 (centres undefined)	1.8	-6.5	0.0	15.0	28.3	68.9*	nt	2.9
CC12CCC(O)CC1CCC1C2CCC2(C)C(C3=CC(=O)OC3)CCC12O (centres undefined)	-12.4	-9.9	0.0	1.7	105.8*	-6.6	0.3	66.5*
CCCC(C)(COC(N)=O)COC(=O)NC(C)C (centres undefined)	4.7	-8.5	0.0	nt	-2.6	2.5	-1.2	-0.7
COC(=O)C1=C(c2ccc3ccccc3c2)C[C@@H]2CC[C@H]1N2C(=O)NCCCOC(C)C	-7.3	2.5	0.0	-24.5	8.9	-2.1	-1.5	0.8
COc1ccccc1/C=N/N=C(/N)N[N+](=O)[O-]	-1.1	-3.5	nt	18.2	nt	?	1.2	4.0
O=C(NCCN1CCC2(CC1)C(=O)NCN2c1ccccc1)c1ccccc1C(F)(F)F	-0.4	nt	0.1	27.7	-6.8	-9.5	-1.6	-6.9
O=C(O)[C@@H]1[C@@H](CO)[C@@H]2Cn3c(ccc(-c4ccc(F)cc4)c3=O)[C@H]1N2CC1CCCCC1	-1.7	0.8	0.0	-0.1	-5.1	-4.1	nt	-0.8
COc1ccc(OCC(=O)N2CCN(C3CCC(c4ccccc4)CC3)CC2)cc1 (centres undefined)	1.5	nt	0.0	-3.2	5.0	10.8	1.0	8.9
O=C(Cn1ncc2ccccc21)N1CCC2(CC1)OCCO2	-3.5	8.7	nt	35.5	nt	2.8	1.2	-13.4
CC(=O)CCC(C)=O	2.7	nt	nt	0.8	nt	-14.9	0.8	2.0
CC/C(=N\NC(=O)Nc1ccccc1)c1c(O)n(Cc2ccccc2)c(=O)[nH]c1=O	7.3	0.7	0.0	-4.5	-29.1	1.9	-0.7	-4.7
CCOC(=O)c1c(C)n(Cc2ccccc2)c2ccc(OCC(O)Cn3nc(C)nc3C)cc12 (centres undefined)	-4.6	3.9	0.1	3.9	3.3	10.4	3.3	-6.9
COC(=O)C1=C(c2ccc(F)cc2OCc2ccccc2)C[C@@H]2CC[C@H]1N2C(=O)NCc1ccccc1Br	-7.8	-1.0	0.0	-5.7	34.4	-15.6	3.4	4.1
COc1ccc(C(=O)c2nc3ccccc3n2C(C)C)cc1	-2.3	17.6	0.0	-4.0	-4.8	-1.3	-2.2	8.1

Following part:
SMILES	ERp5 block	ARNT-TACC3 inh	XiGFP reactiv	GSIS activator	PAX8 reporter	DENV2 CPE rescue	F508del corr	EWS-Fli block
COC(=O)C1(C(=O)O)Cc2cc([N+](=O)[O-])ccc2N2CCCC21 (centres undefined)	0.6	3.4	0.1	0.0	-10.1	-5.1	3.2	1.6
COC(=O)C1=C(c2cccc(Cl)c2)C[C@@H]2CC[C@H]1N2C(=O)N1CCCC1	2.7	-0.7	0.0	-33.0	-8.8	6.2	2.6	7.4
N#Cc1cccc(-c2ccc([C@H]3[C@H]4CN(C(=O)Cc5ccncc5)CCCCN4[C@H]3CO)cc2)c1	0.6	9.5	-0.1	-2.7	27.7	-7.8	0.6	nt
Cc1ccccc1N1CCN(Cc2ccc3c(c2)OCO3)CC1	-0.8	0.6	0.0	19.5	3.4	3.6	0.5	2.2
S=C(NCCc1ccccc1)N1Cc2cc(-c3ccccc3)ccc2-n2nncc2C1	-1.6	nt	nt	-1.0	13.5	4.8	-1.8	4.3
CCOC(=O)C1(Cc2ccc(Cl)cc2)CCN(C(C)CCn2cccn2)CC1 (centres undefined)	0.8	2.3	0.1	9.5	0.2	-2.7	6.7	9.1
CCOc1ccc(CNCCc2ccc3c(c2)OCO3)cc1	-3.6	5.7	0.0	5.7	-13.0	3.2	1.5	9.6
C[C@@H]1CN([C@@H](C)CO)C(=O)CCCn2cc(nn2)CO[C@H]1CN(C)C(=O)Oc1cccc2ccccc12	7.1&-2.4	-8.3	0.0&7.8	9.5&5.5	1.2&-10.4	12.9&2.2	0.4&1.5	-0.5&-0.8
CC(C)N1CCN(Cc2c[nH]c3ccccc23)CC1CCO (centres undefined)	2.8	-3.1	-0.1	-2.3	27.2	1.1	1.2	4.1
Cc1cc(/C=C2\C(=O)NC(=O)N(c3cccc(Br)c3)C2=O)c(C)n1C	nt	5.4	0.0	9.2	7.5	nt	nt	nt
COCCO[C@H]1CC[C@@]2(C)C(=CCC3C2CC[C@@]2(C)C3CC[C@]2(C)O)C1 (some centres undefined)	-11.1	-29.2	-0.1	2.2	-11.5	0.4	8.7*	3.3
COc1cccc(C(c2nnnn2C2CCCC2)N2CCC3(CC2)C(=O)NCN3c2ccccc2)c1OC (centres undefined)	1.6	nt	0.1	-28.6	22.4	-5.1	0.6	-13.0
C[C@]12CCC3C(CC[C@H]4C[C@@H](O)CC[C@]34C)C1[C@H]1CN=N[C@H]1[C@@H]2O (some centres undefined)	-1.6	13.7	-0.1	-12.8	nt	3.1	6.3	-1.1
COC(=O)C1=C(c2cccc(C#N)c2)C[C@@H]2CC[C@H]1N2C(=O)NCCOc1ccc(OC)cc1	4.5	-6.7	-0.3	-4.0	-15.3	-12.8	-0.8	6.2
c1ccc(C[n+]2ccccc2)cc1	9.2	7.8	-0.2	21.3	-10.7	-0.4	-3.2	-1.5
Clc1ccc(CCC(Cn2ccnc2)Sc2c(Cl)cccc2Cl)cc1 (centres undefined)	-4.3	0.3	-0.1	-5.2	21.7	-0.8	4.2	8.7
N#CC1c2ccccc2-n2nncc2CN1Cc1cc(Cl)cc(Cl)c1 (centres undefined)	-1.3	-0.1	0.6	-30.0	105.7*	-22.2	-2.9	62.5*
Clc1ccc(OCC#CCN2CCCCCC2)cc1	-7.1	0.5	0.4	9.2	-24.2	-5.4	3.4	-23.0
C=CCC1(Nc2ccccc2)CC(C)N(C)CC1C (centres undefined)	-7.3	2.4	0.1	14.2	4.8	3.2	0.8	5.6
O=C(CCn1nc(-c2ccc(Cl)cc2)ccc1=O)N1CCC2(CC1)OCCO2	1.2	-8.1	0.3	-5.9	7.4	-1.4	0.2	1.7

Remaining list, next part.
SMILES	ERp5 block	ARNT-TACC3 inh	XiGFP reactiv	GSIS activator	PAX8 reporter	DENV2 CPE rescue	F508del corr	EWS-Fli block
CCN1CCN(c2cc(N3CCCC3)c([N+](=O)[O-])cc2F)CC1	2.9	18.2	0.0	nt	5.2	-2.5	-0.5	16.9
O=P1(N(CCCl)CCCl)NCCCO1 (centres undefined)	1.0	-1.9	0.2	-3.2	-17.1	-5.7	-3.4	-3.3
Clc1cc(Cl)c(-c2cc(Cl)c(Cl)cc2Cl)cc1Cl	-1.3	nt	nt	6.7	nt	23.1*	-1.3	-6.6
Cc1ccc(-c2cc(-c3ccc(C)cc3)[n+](-c3ccc(C(=O)O)cc3)c(-c3ccc(C)cc3)c2)cc1	-3.9	1.3	0.1	-5.6	-24.5	-9.7	-1.3	-19.0
Cc1c(C(=O)O)cc(-c2ccccc2)n1Cc1ccccc1	-1.3	nt	0.0	-29.8	-5.4	2.4	-2.2	7.3
C[C@]12C[C@H](O)[C@@H](O)CC1=CCC1C2CC[C@@]2(C)C1CC[C@@H]2O (some centres undefined)	5.6	-1.7	2.7	7.2	nt	-8.3	-0.3	3.8
N#Cc1ccc(-c2ccc([C@@H]3[C@@H](CO)N4CCCCN(C(=O)Cc5ccccc5)C[C@H]34)cc2)cc1	-9.6	10.2	0.4	12.8	7.2	-2.1	0.5	2.0
O=C(N/N=C\C1C(=O)NC(=S)N(c2ccccc2)C1=O)c1ccc(O)cc1 (centres undefined)	-0.3	71.9*	0.0	-14.4	-11.2	7.4	0.7	6.1
C[C@]12CC[C@@H](O)CC1=CCC1C2CC[C@@]2(C)C1CC[C@@H]2O (some centres undefined)	-2.1	nt	0.2	nt	-11.2	8.8	-0.8	-3.1
C[C@]1(O)CCC2C3CC[C@H]4C[C@@H](OC(=O)[C@@H](N)CCCCN)CC[C@]4(C)C3CC[C@@]21C (some centres undefined)	-4.1	nt	-0.1	21.0	nt	16.4	0.5	7.3
CN(C)S(=O)(=O)c1cc(C(=O)N2CCC(C(=O)O)(c3ccccc3)CC2)ccc1Cl	2.2	-0.9	0.1	16.9	-18.6	-1.7	0.4	-4.3
N/C(=N\[N+](=O)[O-])N1CCN(C(=O)Oc2ccccc2)CC1	-0.3	-0.5	0.0	6.9	-9.5	16.2	2.2	-2.3
O=C1NCN(c2ccccc2)C12CCN(C(c1cc3ccccc3o1)c1nnnn1C1CCCC1)CC2 (centres undefined)	-1.4	nt	0.0	-19.3	19.7	3.1	1.6	-8.3
Cc1oc(-c2ccccc2)nc1CN1C(=O)C(C)N=C(c2ccccc2F)c2cc(Cl)ccc21 (centres undefined)	3.2	4.3	-0.1	-7.8	47.1	1.3	-0.1	4.5
OC(c1ccccc1)(c1ccc(Cl)cc1)C1CN2CCC1CC2 (centres undefined)	2.4	-7.6	0.0	nt	-5.5	-15.4	4.6	13.2
c1cc2c(cc1[C@H]1OCC3C1CO[C@@H]3c1ccc3c(c1)OCO3)OCO2 (some centres undefined)	-5.0	-2.6	nt	-1.8	nt	?	0.4	-13.3
COc1ccc(C(=O)C23CN4CN(CN(C4)C2)C3)cc1	0.9	-4.2	0.0	-0.5	2.8	-4.1	-2.0	0.9
O=C1NC(=O)C(=Cc2cc([N+](=O)[O-])ccc2N2CCCCC2)C(=O)N1	7.5	-10.4	0.0	-13.8	-5.6	-12.2	-0.6	13.1
c1ccc(N2[C@@H]3CC[C@H]2c2ccccc2C3)cc1	-7.4	nt	0.7	4.0	9.0	-1.4	4.2	7.9
Cc1ccccc1OP(N)(=O)Oc1ccccc1C	-9.0	-5.2	-0.1	9.5	-4.1	2.9	-0.9	-1.3
Cc1ncc(CN2CCCC(C(=O)c3ccc(C(C)(C)C)cc3)C2)s1 (centres undefined)	-1.9	1.5	0.1	-23.1	-20.5	3.4	-2.1	-14.0
C=C(Cl)CSC(=S)N(CC)CC	4.4	nt	nt	17.3	nt	32.3*	-2.2	-2.8

The list is partial. The share of hits here may be higher or lower than overall.
